Screens as filed in PubChem BioAssay.
Mm-Cpn inhibitor – inhibitors of Methanococcus maripaludis chaperonin (MmCpn) | 330,000 compounds, 0.031% hits | Potency, µM (top dose mostly 76.9 µM), for the others: at the top dose activity, negative = inhibition, most hits filed as inhibitors | purified Mm-Cpn ATPase, ADP Transcreener TR-FRET; note: potency is the fitted concentration of half-maximal effect; % is set by controls: 0 for no effect and ±100 for the full control effect; nearly all actives have a fitted effect of over 80% in size
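Reaction buffer contained 30 mM Tris pH 7.4, 100 mM KCl, 5 mM MgCl2 and 1 mM DTT. Mm-CPN (25 nM final) hydrolysed 10 uM ATP over 30 min at 37°C; ADP was read by HTRF.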
Akt phos inh – inhibitors of Akt phosphorylation; 360,000 compounds, 0.32% hits; activity change, % for hits at 50 µM; Neuro2A IGF-stimulated pAkt S473 HTRF, 20 min; hits give low values; in the data active = activity change below about -80%; inconclusive = mostly about -51% to -80%; note: % is set by controls: 0 for no effect and ±100 for the full control effect
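Neuro2A cells in DMEM with 0.5% FBS, overnight at 37 deg C, given compound at single 50 µM final, then IGF (6 nM final) for 20 min at 37 deg C. Lysed; phospho-Akt Ser473 by HTRF after 24 h, 665/615 ratio.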
Nrf2 block – blocks Nrf2 signaling; A549 ARE-Fluc reporter, luciferase luminescence, 18-24 h; Potency, µM (titrated, usually from 46 µM), for inactives: at the top dose activity change, negative = inhibition, usual class: inhibitors; 360,000 compounds, 2.1% hits; AID 504444; note: potency is the fitted concentration of half-maximal effect; % is set by controls: 0 for no effect and ±100 for the full control effect; nearly all actives have a fitted effect of over 60% in size
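Concentration-response testing used A549 ARE_Fluc cells at 5000 cells/well. Following an 18-24 h compound incubation, viability was read by fluorescence (Ex 405/Em 525) and luciferase output by luminescence.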
Abeta rescue – restores growth of yeast expressing A-beta42 peptide; Potency, µM (series often up to 46.1 µM), for inactives: at the highest dose growth rescue, usual class: activators; yeast expressing A-beta42, growth rescue, OD600, 48 h; response scale: 0% DMSO, 100% iron-clioquinol control; 410,000 compounds, 0.063% hits; AID 1347071; note: potency is the fitted concentration of half-maximal effect; nearly all actives have a fitted effect of over 55% in size
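Yeast growth medium received pinned compounds, then yeast cells expressing toxic A-beta were added; plates incubated at 30 C for 48 hr. Growth read as absorbance at 600 nm, normalized to DMSO and equimolar FeCl3 plus clioquinol controls.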
CCT modulator – cytosolic chaperonin activity modulation. AID 651819. activity change, % (no concentration beside the values), hits read low. 360,000 compounds, 0.3% hits. purified chaperonin ATPase assay, HTRF ADP detection, 30 min; in the data active = activity change below about -30%; note: % is set by controls: 0 for no effect and ±100 for the full control effect
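We incubate TRiC, 40 or 20 nM final, with library compounds at 76 uM and 10 uM ATP for 30 min at 37 °C. ADP formed is detected with Transcreener HTRF reagents after 30 min at room temperature.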
A549 viability – kills or reduces viability of A549 cells in Nrf2 counter-screen. A549 ARE-Fluc cells, CellTiter-Fluor viability, 18-24 h. Potency, µM (titrated, usually from 46 µM), without a hit: at the top dose activity change, negative = cytotoxicity, hits mostly inhibitors. 390,000 compounds, 0.16% hits. AID 504648; note: potency is the fitted concentration of half-maximal effect; % is set by controls: 0 for no effect and ±100 for the full control effect
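A549 ARE-Fluc cells in 5% FBS OPTI-MEM, 5000 cells/well, rested 2 h then exposed to compounds in concentration-response for 18-24 h at 37 °C. Viability by CellTiter-Fluor fluorescence (Ex 405/Em 525) after 30 min; luciferase luminescence (BugLite, 15 min, RT) read afterwards.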
TGFb inhibitor – inhibitors of TGF-b signaling | HepG2 CAGA-GFP TGF-b/SMAD3 reporter, GFP fluorescence, 18 h; TGF-beta stimulated, 500 pg/mL final | Potency, µM (series often up to 46.1 µM), for inactives: at the highest dose activity, negative = inhibition, most hits filed as inhibitors | 410,000 compounds, 1.2% hits | AID 588855; note: potency is the fitted concentration of half-maximal effect; % is set by controls: 0 for no effect and ±100 for the full control effect; nearly all actives have a fitted effect of over 65% in size
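Inhibition was scored as loss of TGF-beta-induced (500 pg/mL final, 18 hours, 37 degrees C) GFP in HEPG2 cells carrying a CAGA-GFP reporter, in DMEM with 1% FBS. Well GFP was summed per cell; Activity was normalised to unstimulated and stimulated DMSO wells, then concentration-response fitting.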
HepG2 tox – HepG2 cytotoxicity, counter-screen for TGF-b inhibitors | HepG2 CAGA-GFP viability, ATP luminescence, 18 h | Potency, µM (top dose mostly 46.1 µM), without a hit: at the top dose activity change, negative = cytotoxicity, most hits filed as cytotoxic | 410,000 compounds, 0.76% hits; note: potency is the fitted concentration of half-maximal effect; some results filed as inactive show a strong effect at the top dose
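HepG2 CAGA-GFP cells (1000/well, DMEM with 1% FBS) received compound, then TGF-beta at 500 pg/mL final, and were incubated 18 hours at 37 degrees C. Viability was read by CellTiter-Glo luminescence. Media-only wells were set as complete cell-killing and DMSO as no toxicity.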
Nrf2 activator – Nrf2 pathway activation. Potency, µM (titrated, usually from 46.1 µM), inactives show top-dose activation, hits mostly activators. 410,000 compounds, 0.31% hits. AREc32 ARE-luciferase reporter (MCF7-derived line), luminescence, 24 h; note: potency is the fitted concentration of half-maximal effect; % of control where 0% means no effect; nearly all actives have a fitted effect of over 65% in size
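For detection, Steady-Glo was added and plates sat 30 min at RT; before that, AREc32_Fluc cells grown overnight in OPTI-MEM/5% FBS had been treated with 23 nL compound for 24 hr at 37 deg C.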
An asterisk follows results filed as active; i = inactive; ? = inconclusive; / = not tested or not shown; [ ] = remark or other dose. Unless noted, calls come from the whole dose curve; as a rule, active = well fitted curve in the direction sought with a large enough effect; inconclusive = small, poorly fitted or top-dose-only effect, or another doubt; inactive = no such curve, though single readings can be large; an effect the other way counts as inactive or inconclusive.

The line under a structure holds: Mm-Cpn inhibitor, Akt phos inh, Nrf2 block, Abeta rescue, CCT modulator, A549 viability, TGFb inhibitor, HepG2 tox, Nrf2 activator
CC1=C(C(N)=O)C(c2ccncc2)n2nc(-c3ccccc3Cl)nc2N1 (stereo unspecified)
    1.4%, i, ?, -17.8%, 0.3, 6.9%, -3.0%, -9.5%, 0.1%
C=CC[C@@H](CC(=O)NCCO)C(=O)N[C@@H](C)COC(=O)[C@@H](CC=C)Cc1ccc(F)cc1
    1.3%, i, 2.2%, 0.8%, 0.5, 0.1%, -15.0%, 3.3%, -0.1%
Cc1cccc(C)c1NC(=O)COC(=O)C1C2CC3OC(=O)C1C3C2 (stereo unspecified)
    -1.3%, i, 9.6%, -13.0%, -2.2, -1.3%, 11.3%, 11.2%, -0.9%
CCC(CO)Oc1cc(NCc2cccc(Cl)c2)c2ncn(C(C)C)c2c1 (stereo unspecified)
    -0.3%, i, ?, 10.4%, -0.4, ?, 20µM*, -76.1%, -5.6%
CN(CC(=O)Nc1ccc(N2CCOCC2)cc1)C(=O)CC(c1ccccc1)c1ccccc1
    0.2%, i, -1.1%, -6.0%, -1.6, 0.3%, -5.8%, -7.1%, -0.6%
Cc1ccc(-c2sc(C(=O)Nc3ccc(Br)cc3)cc2CC(=O)O)cc1
    /, /, 4.6%, -92.2%[inhibitor], /, -1.8%, ?, -36.8%, 3.8%
CN1CCN(c2ccc(Nc3ccnc4cc(Cl)ccc34)cc2)CC1
    0.7%, i, ?, -20.7%, -1.3, 6.51µM*, -33.2%, -31.1%, 4.1%
CSC1=NC(NCCCO)c2c(sc3c2CC(C)(C)OC3)N1 (stereo unspecified)
    -0.8%, -100.7%*, 2.0%, 15.9%, 2.0, 4.0%, -10.6%, 4.7%, 0.5%
Cc1nnc(NC(=O)c2ccncc2)s1
    1.1%, i, /, 18.0%, -6.9, -3.4%, 5.6%, 5.3%, 0.2%
O=[N+]([O-])c1cccc(-c2n[nH]c(=S)n2-c2ccccc2)c1
    1.9%, i, 1.4%, -2.4%, 0.4, -1.4%, -1.4%, -3.7%, -0.2%

Quoted at random: two compounds from above.
The line under a structure holds: Mm-Cpn inhibitor, Akt phos inh, Nrf2 block, Abeta rescue, CCT modulator, A549 viability, TGFb inhibitor, HepG2 tox, Nrf2 activator
Cc1cccc(C)c1NC(=O)COC(=O)C1C2CC3OC(=O)C1C3C2 (stereo unspecified)
    -1.3%, i, 9.6%, -13.0%, -2.2, -1.3%, 11.3%, 11.2%, -0.9%
C=CC[C@@H](CC(=O)NCCO)C(=O)N[C@@H](C)COC(=O)[C@@H](CC=C)Cc1ccc(F)cc1
    1.3%, i, 2.2%, 0.8%, 0.5, 0.1%, -15.0%, 3.3%, -0.1%

More results follow:
The line under a structure holds: Mm-Cpn inhibitor, Akt phos inh, Nrf2 block, Abeta rescue, CCT modulator, A549 viability, TGFb inhibitor, HepG2 tox, Nrf2 activator
O=C(Cc1ccc(Cl)cc1)NCc1ccccc1Cl
    -1.1%, i, ?, -3.1%, -0.7, 4.3%, -9.1%, -18.1%, 0.9%
COc1cc2c(cc1OC)C1C(C(=O)Nc3ccccc3N3CCN(C)CC3)c3ccccc3C(=O)N1CC2 (stereo unspecified)
    -5.0%, i, 0.2%, /, 0.6, 0.9%, -12.5%, -30.1%, 0.2%
CCCCNc1c(-c2cccc(OC)c2)nc2nc(C)cc(C)n12
    /, i, /, -1.6%, -0.4, /, /, /, 1.1%
CCOc1ccccc1-n1c(N)c(C(N)=O)sc1=S
    0.2%, i, 5.0%, 3.4%, 1.2, 4.0%, -14.1%, -16.9%, 1.2%
Cc1cccc(NC(=O)c2ccc3nsnc3c2)c1C
    1.5%, i, ?, 14.4%, 0.8, -11.9%, -13.7%, -0.3%, 2.2%
O=C(NNc1nc(Nc2ccccc2)nc(N2CCOCC2)n1)Nc1ccc(Cl)cc1
    -1.0%, i, ?, -3.0%, -0.2, -7.8%, ?, -170.2%, 9.8%
CC1CCCCC1NC(=O)CN1CCN(S(=O)(=O)c2ccc(Br)s2)CC1 (stereo unspecified)
    -4.5%, i, ?, -15.1%, -2.2, 1.5%, -1.5%, -5.6%, 2.5%
COc1ccc(C(=O)NCCCN(C)CCCNC(=O)c2ccc(OC)cc2)cc1
    -0.3%, i, 1.3%, -7.4%, -1.9, 8.6%, -14.9%, -43.4%, 0.8%
C=CCn1c(O)c2ccc(C(=O)N=NC(=O)c3ccc(F)cc3)cc2c1O
    0.9%, i, 3.6%, -0.8%, 2.2, 15.3%, -2.0%, -6.2%, 1.0%
COc1ccc(-c2ccc3c(c2)S(=O)(=O)c2cccc(C(=O)NC4CC4)c2C3=O)cc1OC
    0.0%, i, -5.7%, 12.4%, -3.3, 0.4%, ?, 6.1%, 0.3%
CC1CCCC(C)N1C(=O)COC(=O)c1ccc([N+](=O)[O-])o1 (stereo unspecified)
    0.3%, i, -1.7%, -1.4%, -0.3, -6.3%, -6.6%, -12.0%, ?
N#CCCn1cc(CNC2CCC(O)CC2)c2ccccc21 (stereo unspecified)
    3.7%, i, 5.7%, -11.3%, -0.1, -1.4%, -1.6%, -2.8%, -0.1%
Cc1ccc2nc(SCC(=O)N3CCCCC3)nc(=O)n2c1
    3.2%, i, -0.1%, -6.1%, -0.2, -1.2%, -2.9%, 8.2%, 0.4%

Part of the list above, reformatted:
CCOc1ccccc1-n1c(N)c(C(N)=O)sc1=S
  Mm-Cpn inhibitor: 0.2% | Akt phos inh: i | Nrf2 block: 5.0% | Abeta rescue: 3.4% | CCT modulator: 1.2 | A549 viability: 4.0% | TGFb inhibitor: -14.1% | HepG2 tox: -16.9% | Nrf2 activator: 1.2%

Cc1cccc(NC(=O)c2ccc3nsnc3c2)c1C
  Mm-Cpn inhibitor: 1.5% | Akt phos inh: i | Nrf2 block: ? | Abeta rescue: 14.4% | CCT modulator: 0.8 | A549 viability: -11.9% | TGFb inhibitor: -13.7% | HepG2 tox: -0.3% | Nrf2 activator: 2.2%

O=C(NNc1nc(Nc2ccccc2)nc(N2CCOCC2)n1)Nc1ccc(Cl)cc1
  Mm-Cpn inhibitor: -1.0% | Akt phos inh: i | Nrf2 block: ? | Abeta rescue: -3.0% | CCT modulator: -0.2 | A549 viability: -7.8% | TGFb inhibitor: ? | HepG2 tox: -170.2% | Nrf2 activator: 9.8%

CC1CCCCC1NC(=O)CN1CCN(S(=O)(=O)c2ccc(Br)s2)CC1 (stereo unspecified)
  Mm-Cpn inhibitor: -4.5% | Akt phos inh: i | Nrf2 block: ? | Abeta rescue: -15.1% | CCT modulator: -2.2 | A549 viability: 1.5% | TGFb inhibitor: -1.5% | HepG2 tox: -5.6% | Nrf2 activator: 2.5%

Single values from the entries so far.
For Nrf2 block, C=CC[C@@H](CC(=O)NCCO)C(=O)N[C@@H](C)COC(=O)[C@@H](CC=C)Cc1ccc(F)cc1 is entered as 2.2%
For Nrf2 activator, CSC1=NC(NCCCO)c2c(sc3c2CC(C)(C)OC3)N1 (stereo unspecified) is entered as 0.5%
For CCT modulator, Cc1nnc(NC(=O)c2ccncc2)s1 is entered as -6.9
